HTRA1 inh – blocks human HTRA1 serine peptidase | Q92743 | recombinant HTRA1, FP-rhodamine activity-based probe, fluorescence polarization | inhibition, % at 5.96 µM | 0.5% of 340,000 active; in the data active means inhibition above about 36%;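 further: 0% = enzyme with DMSO and 100% = wells lacking enzyme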
PG9 Ab binder – binds the HIV-1 gp120 antibody PG9; TR-FRET gp120-PG9 antibody binding; inhibition, % at 6.7 µM; 0.43% of 360,000 active; AID 624416; in the data active means inhibition above about 8.5%
NR1D1 modulator – modulates human Rev-erb alpha binding to DNA | P20393 | 0.79% of 370,000 active | activity, % at 10 µM | Rev-erbα–FITC-DNA binding, fluorescence polarization, 90 min;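 active means activity above about 14%, limit read from the data; passing the limit was not always enough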;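 further: 0% = DMSO wells with 35 nM protein and 100% = DMSO wells with 750 nM protein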
LEDGF integ inh – blocks HIV-1 LEDGF/p75-dependent DNA integration; TR-FRET IN-LEDGF/p75 DNA integration, Eu/Cy5; inhibition, % at 3.7 µM; 0.64% of 370,000 active; AID 743269;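 active means inhibition above the screen-wide mean plus 3 SD, cut at about 13% in these data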;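 further: signal is the Cy5 over europium emission ratio at 671 and 618 nm; 0% = plate median of compound wells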
TDP2 absorb – TDP2 (human) inhibition, absorbance primary screen; recombinant TDP2, T5PNP hydrolysis, p-nitrophenol absorbance 415 nm; inhibition, % at 12.8 µM; 0.34% of 370,000 active; AID 720702;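 active means inhibition above the mean of all tested compounds plus 3 SD, set per campaign, cut at about 25% in these data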;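 further: 0% = DMSO with enzyme and 100% = buffer with substrate but no TDP2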
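Incubation: 2 h at 37 °C; Test system: recombinant human TDP2; Quantity: enzyme 120 nM; Read-out basis: percent inhibition; Medium: 50 mM Tris-HCl pH 7.5 with Mg2+, KCl, DTT, BSA; Repeats: single replicate; Compound: 12.8 µM single point, 1% DMSO; Signal: epi absorbance; Reagent: 5 mM T5PNP chromogenic substrate; Benchmarks: no-enzyme high, DMSO-plus-enzyme low.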
TCR CD3 inh – blocks the human TCR-CD3 interaction | TAMRA-labeled TCR probe fluorescence, biochemical | inhibition, % at 9.4 µM | 0.37% of 360,000 active; in the data active means inhibition above about 19%;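 further: recombinant mutant TCR 2C K166C tagged with TAMRA read by polarization; 0% = receptor in buffer alone and 100% = receptor with positive control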
rCAG binder – binds r(CAG) RNA repeats. 1.3% of 370,000 active. r(CAG) RNA repeat, TO-PRO-1 dye displacement fluorescence. inhibition, % at 3 µM;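 active means inhibition above the plate cutoff, the mean of all test compounds on that plate plus 3 SD, cut at about 35% in these data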;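 further: 0% = DMSO alone and 100% = 100 µM mitoxantrone as full dye displacement; higher means more dye released from RNA so lower well fluorescence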
PRMT1 inh – blocks human protein arginine methyltransferase 1 | 1.3% of 370,000 active | recombinant PRMT1, activity-based probe fluorescence polarization | inhibition, % at 2.79 µM;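 active means inhibition above about 21% made by adding two undisclosed values, limit read from the data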
Target sequence (Q99873 whole entry, looked up): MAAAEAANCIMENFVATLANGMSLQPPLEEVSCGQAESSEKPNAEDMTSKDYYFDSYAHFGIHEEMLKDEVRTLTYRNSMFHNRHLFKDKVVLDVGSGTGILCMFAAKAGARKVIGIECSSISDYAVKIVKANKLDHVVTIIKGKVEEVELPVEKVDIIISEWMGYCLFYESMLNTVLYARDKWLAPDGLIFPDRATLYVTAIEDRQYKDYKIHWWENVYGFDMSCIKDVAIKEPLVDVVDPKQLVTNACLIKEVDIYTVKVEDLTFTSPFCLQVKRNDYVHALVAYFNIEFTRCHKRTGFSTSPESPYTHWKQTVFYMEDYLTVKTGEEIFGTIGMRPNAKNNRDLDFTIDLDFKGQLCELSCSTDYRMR
ABHD4 inh – inhibitors of mouse ABHD4. Q8VD66. inhibition, % at 8.92 µM. 0.54% of 370,000 active. purified mABHD4, FP-Rh probe fluorescence polarization;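 active means inhibition exceeding the mean over every tested compound plus 3 SD, cut at about 30% in these data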;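 further: 0% = plate median of compound wells and 100% = S159A mutant with DMSO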
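Test system: mABHD4 protein | Buffer or medium: HEPES pH 7.0 buffer, 150 mM NaCl, 0.01% Pluronic F-127 | Probe or stimulus: FP-Rh fluorescent activity-based probe, added after compound pre-incubation | Timing: Pre-incubation 45 min, probe exposure 60 min, at 25 °C | Technique: Fluorescence polarization, excitation 525 nm, emission 598 nm, BODIPY TMR filters | Repeats: Single well per compound (singlicate)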
SIAE primary – inhibitors of human sialic acid acetylesterase SIAE. 0.69% of 370,000 active. inhibition, % at 9.66 µM. AID 1053197. SIAE FP-Rh probe binding, fluorescence polarization;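 active means inhibition above a cutoff: mean of compounds within the control limits plus 3 SD of those, cut at about 17% in these data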;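 further: 0% = plate median of compound wells and 100% = probe without SIAE protein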
Target sequence (Q9HAT2 whole entry, looked up): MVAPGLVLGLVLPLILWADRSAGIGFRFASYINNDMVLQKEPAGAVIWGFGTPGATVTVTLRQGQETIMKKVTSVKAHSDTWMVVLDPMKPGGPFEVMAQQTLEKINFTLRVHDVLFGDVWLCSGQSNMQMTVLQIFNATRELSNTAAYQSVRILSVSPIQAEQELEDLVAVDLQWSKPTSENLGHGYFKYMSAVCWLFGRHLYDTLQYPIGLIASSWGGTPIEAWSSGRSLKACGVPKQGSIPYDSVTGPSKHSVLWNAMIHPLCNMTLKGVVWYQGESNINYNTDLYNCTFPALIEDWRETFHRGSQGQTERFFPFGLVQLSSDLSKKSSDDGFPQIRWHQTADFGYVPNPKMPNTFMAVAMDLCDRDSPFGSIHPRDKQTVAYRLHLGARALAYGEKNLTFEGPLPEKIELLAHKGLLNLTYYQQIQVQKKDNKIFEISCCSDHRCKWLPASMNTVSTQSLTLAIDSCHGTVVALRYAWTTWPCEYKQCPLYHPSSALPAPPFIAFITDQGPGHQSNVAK
An asterisk follows results filed as active; . = no result given.

SMILES	HTRA1 inh	PG9 Ab binder	NR1D1 modulator	LEDGF integ inh	TDP2 absorb	TCR CD3 inh	rCAG binder	PRMT1 inh	ABHD4 inh	SIAE primary
NC(=O)C1CCN(S(=O)(=O)c2cccc(S(=O)(=O)N3CCCCC3)c2)CC1	-2	-0.3	-3	-1	-3	2	2	-2	-4	4
CCCN1C(=O)c2cc(C(=O)Nc3ccccc3OC)ccc2C1Nc1ccccc1OC (configuration not stated)	7	-0.8	-4	0	-4	3	2	-6	0	-1
O=C(c1cc2ccccc2[nH]1)N(Cc1cccnc1)CC1CCCN(C2CCCCC2)C1 (configuration not stated)	3	-2.1	2	-6	-9	1	-5	1	0	0
O=C(Nc1ccc(-c2nc3ccccc3o2)cc1)C1CCCO1 (configuration not stated)	-11	-1.8	-2	-2	0	-2	0	0	-10	-6
COc1ccc(NC2CCCN(C(=O)c3csc(C(C)C)n3)C2)cc1 (configuration not stated)	9	-2.3	6	2	14	5	-3	0	3	6
O=C(CSc1ncn[nH]1)c1ccco1	5	-0.5	-2	1	-4	5	2	10	-1	3
CCCn1nnnc1NCc1cccc(OC)c1OC	3	-1.3	-3	4	6	-6	-2	-3	2	4
CC(=O)Nn1c(-c2ccccc2)cc2ccccc21	1	0.4	1	0	6	-3	-1	1	4	-4
CC1(c2ccc([N+](=O)[O-])c(CS(=O)(=O)c3ccccc3)c2)OCCO1	.	-0.7	-2	-4	-3	1	-3	-2	-2	-3
NC(=O)C1CCCN(Cc2ccc3ccccc3c2)C1 (configuration not stated)	10	0.2	-3	-1	0	1	-4	3	-1	2
Cc1cc(N/C=C(\C#N)S(=O)(=O)c2ccc(Cl)cc2)nc(C)n1	10	0.1	7	2	-5	8	12	1	0	2
COc1ccc(CC(=O)Nc2nc(C)cs2)cc1OC	5	0.6	3	4	-2	6	0	-2	-2	4

An excerpt from above, showing only PG9 Ab binder and ABHD4 inh.
Compound | PG9 Ab binder | ABHD4 inh
NC(=O)C1CCCN(Cc2ccc3ccccc3c2)C1 (configuration not stated) | 0.2 | -1
Cc1cc(N/C=C(\C#N)S(=O)(=O)c2ccc(Cl)cc2)nc(C)n1 | 0.1 | 0
COc1ccc(CC(=O)Nc2nc(C)cs2)cc1OC | 0.6 | -2

(listing goes on)
SMILES	HTRA1 inh	PG9 Ab binder	NR1D1 modulator	LEDGF integ inh	TDP2 absorb	TCR CD3 inh	rCAG binder	PRMT1 inh	ABHD4 inh	SIAE primary
COCCN(C(=O)C1CCCC1)c1c(N)n(Cc2ccccc2)c(=O)[nH]c1=O	0	-2.8	-4	3	10	6	-1	-1	3	-4
CC(C)C(=O)NC(=S)NCC(=O)c1ccccc1	1	-1.7	-8	3	-1	-6	1	-2	1	-3
Cc1ccc(NC(=O)CCNC(=O)c2ccccc2Cl)cc1S(=O)(=O)N1CCCCCC1	-10	3.0	4	-2	1	0	1	-1	0	2
Cc1cccc(N2C(=O)C(Cc3ccccc3)NC2=S)c1 (configuration not stated)	-3	-2.1	0	1	-15	-3	-2	-4	-10	-4
CC(=O)Nc1c(-c2ccccc2Cl)c(=O)c2ccccc2n1C	3	0.2	8	6	-17	-3	-1	-7	3	5
Cn1cc(/C=C/C(=O)N2CCCC(C(=O)c3cccc4ccccc34)C2)cn1 (configuration not stated)	0	-2.1	0	2	-26	0	-3	-4	-12	-1
COc1ccc(C(=O)N2N=C(c3cccs3)CC2c2ccccc2O)cc1 (configuration not stated)	-49	1.9	-1	1	2	-6	4	-1	-28	-11
O=C(N/N=C/c1cccnc1)c1cc2c(ccc3ccccc32)o1	-19	-0.5	-3	-2	-1	6	7	2	-9	-37
Cc1ccc(NC(=O)CCn2nnc3ccccc32)c(C)c1	6	-1.1	-4	0	6	7	2	-4	3	-3
COc1cc2sc3ccc(-c4ccc(N(C)C)nc4)cc3c(=O)c2cc1OC	.	0.8	-18	-3	4	-6	4	-2	7	-1
Cc1ccc(C(=O)Nc2ccccc2N2CCOCC2)cc1S(=O)(=O)N1CCOCC1	-4	-3.9	-6	-6	4	-4	4	3	5	-3
Cc1ccc(NC(=O)CNCC2CCCCC2)cc1S(=O)(=O)N(C)C	-5	-1.4	0	32*	7	1	-5	0	8	6
CC(=O)Nc1ccc(Oc2nc(-c3ccccn3)nc3ccccc23)cc1	-3	-0.4	-5	-3	8	-7	-3	1	0	-1
CSc1cccc(NC(=O)c2cnccn2)c1	0	1.7	-3	1	2	-2	2	0	-6	4
C/C(=N\NC(=O)C12CCC(C)(C(=O)O1)C2(C)C)c1ccccc1O (configuration not stated)	-1	0.9	2	-7	-5	-9	1	3	-4	-4
COC(=O)c1cccc(NC(=O)CCN2C(=O)C3CC=CCC3C2=O)c1 (configuration not stated)	3	0.0	1	0	-6	12	1	-3	-2	-1
CCOc1ccc(S(=O)(=O)NC2CCCCCC2)cc1	-9	-1.4	2	0	-3	-5	-6	1	9	-1
CC(=O)c1cccc(NC(=S)Nc2ccc(F)cc2)c1	5	-2.1	6	0	7	-2	-1	-3	1	7
Cc1ccc(CNC(=O)CSc2nc(=O)n3cccc(C)c3n2)cc1	9	0.6	6	4	3	3	-3	2	-3	6
CCCCCOCC1CC(C/C(C)=N/NC(N)=O)(C(=O)OCC)C(=O)O1 (configuration not stated)	5	-2.4	-4	-1	20	12	-5	-1	2	10
COc1cccc(Cn2nc3c4cc(F)ccc4n(Cc4ccc(F)cc4)cc-3c2=O)c1	-4	-2.3	-27	2	-1	1	2	3	-3	-5
CCCCOCCOCCOCCCC	3	0.8	2	3	-10	-4	4	-3	-6	1
CCc1cc(=O)oc2c(C)c(OCC(=O)NCCN3CCOCC3)ccc12	0	-2.2	6	-3	-5	10	-4	-6	-7	3
CCCC(=O)NC(c1cccc([N+](=O)[O-])c1)c1ccc2cccnc2c1O (configuration not stated)	22	-1.6	-13	-8	1	1	8	0	17	9
Cc1cc(C)n(-c2ccc(S(=O)(=O)N3CCCC3)cc2[N+](=O)[O-])n1	8	-0.3	-2	-4	0	0	-3	-2	0	5
COCCn1c(C)cc(C(=O)CSc2nncn2-c2ccccc2)c1C	1	0.5	2	-3	-9	5	1	-1	1	-2
CCCCN(C(=O)CSCC(=O)Nc1ccc(OC)cc1)c1c(N)n(CCC)c(=O)[nH]c1=O	2	-1.1	0	0	12	7	2	-4	0	3
O=C(Nc1c(O)c2ccccc2[nH]c1=O)c1ccco1	0	-1.4	3	0	0	0	-3	0	0	4
CCCSc1cc(=O)n(-c2ccc(F)cc2)nc1C(=O)OCC	-3	-2.8	6	-4	-7	-4	0	-2	4	2
c1ccc(C(CN2CCOCC2)c2ccccc2)cc1	-1	-1.3	3	-3	4	-6	-2	5	-4	1
Cc1ccnc(-n2c(C)cc(/C=N/NC(=O)COc3cccc4cccnc34)c2C)c1	-6	-2.4	1	-5	0	-3	-6	0	4	9
CC(=O)c1sc(NC(=O)C2CCCN2S(=O)(=O)c2ccccc2F)nc1C (configuration not stated)	5	0.9	1	1	-11	9	2	0	0	2
Cc1ccc(C(c2nnnn2Cc2cccs2)N2CCN(C(=O)c3ccco3)CC2)cc1 (configuration not stated)	-10	0.8	-5	3	-8	-12	4	5	2	12
C[n+]1cccc2ccc3c(c21)OC(N)=C(C#N)C3c1ccccc1 (configuration not stated)	.	-0.5	11	0	16	3	3	-4	6	5
CN(CC(=O)Nc1ccc(S(=O)(=O)N(C)C)cc1)Cc1ccc(C(F)(F)F)cc1	-2	-0.1	2	1	12	8	-5	1	-5	-1
O=C(CSc1nc2c(c(=O)[nH]1)CCC2)Nc1ccccc1Cl	2	1.6	-5	-1	-2	6	4	2	6	-2
CC(=O)CSc1cc(C)nc2c(-c3ccccc3)c(C)nn12	-2	-1.4	-4	-6	-5	6	0	-1	6	-2
CN(CCCN1CCCCC1)C(=O)CCc1nnc(C2CCCCC2)o1	-6	-0.6	2	-5	-1	-3	1	0	0	-5
Cc1cc(C)n(Cc2ccc(C(=O)NCc3ccco3)o2)n1	1	1.0	-1	3	3	0	4	5	-4	3
O=C(NCc1ccncc1)Nc1ccccc1F	-1	-1.0	-2	1	13	-5	1	-3	1	10
O=C(NCCOc1ccccc1)C(c1ccccc1)c1ccccc1	-22	-0.8	-4	0	4	4	-7	2	-9	3
Cc1ccc(C(C(=O)NC(C)(C)C)N(Cc2cccnc2)C(=O)C(=O)NC2CCCCC2)o1 (configuration not stated)	-2	-1.8	-1	4	11	9	-10	-5	-5	-3
COc1ccc(NC(C)C(=O)N/N=C/c2ccccc2OCc2cccc(Br)c2)cc1 (configuration not stated)	-3	-1.6	6	2	4	6	3	1	-7	8
COc1cccc(-c2cnc3c(NC=O)cc(-c4ccccc4Oc4ccccc4)cn23)c1	.	-2.0	13	1	-3	-2	11	3	-9	-8
O=C(Nc1ccccc1N1CCOCC1)c1ccc(N2CCCC2=O)cc1	2	-1.3	-12	-2	10	3	3	-1	0	1
CCN(C(=O)COC(=O)C12CC3CC(CC(NC(C)=O)(C3)C1)C2)C1CCCCC1	5	1.3	2	-9	-8	-1	-9	4	-3	1
Cc1cccc(C(=O)NC(=S)N2CCN(C)CC2)c1	5	-2.9	-4	0	-1	2	1	-3	0	3
COc1cc2c(cc1OC)CN(CC(=O)Nc1ccc(S(=O)(=O)N(C)C)cc1)CC2	-2	-0.7	2	2	0	1	3	-3	-3	2
COc1ccccc1N1CCN(C(=O)C(=O)c2cn(CC(=O)N3CCOCC3)c3ccccc23)CC1	-1	-2.5	8	0	-2	8	-2	2	5	-2
COc1ccc(Cl)cc1NC(=O)CN(C)C(=O)c1cc(-c2cccs2)nn1-c1ccccc1	-58	-0.8	7	-4	22	0	6	-2	-8	-12
Cc1ccc(S(=O)(=O)C(C#N)c2nc3ccccc3nc2N2CCCC2)cc1 (configuration not stated)	4	2.1	1	7	37*	-5	12	58*	16	6
CCOC(=O)[C@H]1[C@H]2COc3cc(OC)ccc3[C@@H]2N2C(=O)CN(Cc3ccc(C)cc3)C(=O)[C@@]12C	-10	1.0	6	-1	4	2	-4	1	-8	-2
COc1ccc(OC2CCN(C(=O)Nc3ccc(C)cc3)CC2)cc1	-7	-0.5	0	4	-7	1	-7	3	-4	3
Cc1ccccc1CN1CCN(C(=O)c2cccc3ccccc23)CC1	-4	-2.0	3	5	7	-2	-5	0	12	11

Entries of single compounds, quoted from the list. Screens in order: HTRA1 inh	PG9 Ab binder	NR1D1 modulator	LEDGF integ inh	TDP2 absorb	TCR CD3 inh	rCAG binder	PRMT1 inh	ABHD4 inh	SIAE primary
Shown for `Cc1ccccc1CN1CCN(C(=O)c2cccc3ccccc23)CC1` : -4	-2.0	3	5	7	-2	-5	0	12	11
Shown for `Cc1ccc(S(=O)(=O)C(C#N)c2nc3ccccc3nc2N2CCCC2)cc1` (configuration not stated) : 4	2.1	1	7	37*	-5	12	58*	16	6

These rows are one share of the data; count on the stated rates, not on these rows.
